Mcl1-Noxa inh: Mcl-1/Noxa binding inhibitors, primary screen, biochemical, TR-FRET, 1536-well; TR-FRET Mcl-1/Noxa peptide binding, 2 h; inhibition, % at 21.7 µM; hit rate 1.5% among 220,000;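 active = compounds that cut the protein-peptide binding signal by more than 50% relative to plate controls in a single-dose test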;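 note: His-tagged Mcl-1 with rhodamine Noxa BH3 peptide and terbium anti-His antibody; 0% = Mcl-1 plus Noxa peptide wells and 100% = peptide-only wells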
Target sequence (Q07820 whole entry, looked up): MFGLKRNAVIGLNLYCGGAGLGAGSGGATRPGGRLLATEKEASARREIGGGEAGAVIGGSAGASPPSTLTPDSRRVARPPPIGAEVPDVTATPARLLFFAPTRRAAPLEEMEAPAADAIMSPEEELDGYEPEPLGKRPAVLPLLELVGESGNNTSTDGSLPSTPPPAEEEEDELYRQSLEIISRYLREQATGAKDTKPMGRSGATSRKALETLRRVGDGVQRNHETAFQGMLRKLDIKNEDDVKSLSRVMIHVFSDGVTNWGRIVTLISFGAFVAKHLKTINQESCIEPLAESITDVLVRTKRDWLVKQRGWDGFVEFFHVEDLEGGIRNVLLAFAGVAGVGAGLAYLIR
Avidin bead fluor: green autofluorescence of compounds with avidin beads – biophysical, 488/530 nm, flow cytometry, artefact control, profiling panel; compound fluorescence 488/530 nm; active compounds read high; hit rate 0.38% among 220,000; fluorescence (KMESF) at 10 µM; in the data active = fluorescence above about 47; note: inactives centre near 10
Pf gamet viab: late stage P. falciparum gametocyte viability inhibitors, primary screen, ATP luminescence, HTS | P. falciparum stage V gametocytes, 24 h | hit rate 0.065% among 150,000 | AID 743093, 2013 | inhibition, % at 10.9 µM;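 active = inhibition above the mean plus 3 SD of compounds within the control limits, set per campaign, cut at about 38% in these data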;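 note: 0% = DMSO wells and 100% = medium only without gametocytes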
Mcl1-Bid inh: Mcl-1/Bid binding inhibitors, primary screen, biochemical, TR-FRET, 1536-well; Induced myeloid leukemia cell differentiation protein Mcl-1 (Homo sapiens), Q07820; TR-FRET Mcl-1/Bid-Dy647 peptide binding; inhibition, % at 21.7 µM; hit rate 0.97% among 220,000; AID 1021, 2008;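 active = compounds that cut the binding signal by more than half at the single screening dose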;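 note: His-tagged Mcl-1 with europium anti-His antibody binding Bid BH3 peptide; 0% = Mcl-1 plus peptide wells and 100% = peptide-only wells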
Active calls of the source: *. This is a subset (hit frequency here may not be typical).

SMILES	Mcl1-Noxa inh	Avidin bead fluor	Pf gamet viab	Mcl1-Bid inh
Cc1oc(C(C)(C)C)cc1C(=O)Nc1ccc(N2CCOCC2)cc1	-1	4	-25	-12
Clc1cnc2nc(SC/C=C/c3ccccc3)[nH]c2c1	34	8	0	-25
CC(C)(C)c1ccc(C(=O)Nc2ccc(Oc3cccnc3)nc2)cc1	16	8	8	-16
CCN1CCN(C(=O)C23CCC(C)(C(=O)C2Br)C3(C)C)CC1 (stereo unspecified)	7	6	1	-13
CSc1nc(N)n2nc(-c3ccc(Cl)cc3)cc2n1	-13	5	10	-22
CCOC(=O)Cc1[nH]nc2c1C(Cc1ccccc1)C(C#N)=C(N)O2 (stereo unspecified)	-1	6	-12	-29
Cc1ccc(COc2ccccc2-c2cc(C(=O)N/N=C/c3cccnc3)[nH]n2)cc1	2	9	2	6
CC(C)C(=O)O/N=C(\N)c1ccc(Oc2ccc(Cl)cc2)c([N+](=O)[O-])c1	-5	8	-13	-3
Cc1cccc2cc(/C=N/NC(=O)c3ccncc3)c(Cl)nc12	-3	17	21	-15
CC1CCc2sc(C(=O)Nc3ccc(C(N)=O)cc3)cc2C1 (stereo unspecified)	22	6	-7	-22
CCc1ccc(CCN2C(=O)c3ccccc3C2=O)nc1	3	4	-9	-15
Cc1cccc(N2C(=O)CC(Cn3nc(C)cc3C)C2=O)c1 (stereo unspecified)	-7	7	-5	-15
O=C(O)c1ccc(N/N=C/c2cccc3cccnc23)cc1	6	13	2	-141
O=C1NC(=S)N/C1=C\c1ccccc1OCc1ccc(C(=O)O)cc1	13	3	-13	-3
CCN(CC)C(=O)c1ccc(-c2nnc(OC)c3ccccc23)cc1	2	3	-15	-2
O=C(Cc1cccs1)N1CCN=C1SCc1cccc(F)c1	-13	9	-12	-34
N/C(=N\c1nc2ccccc2o1)NC(=O)c1cccc(Cl)c1	26	14	-8	-1
CC(=O)c1cccc(CN2CCN(CCC(C)C)C(CCO)C2)c1 (stereo unspecified)	10	5	-5	-37
CCOC(=O)/C(C#N)=N/Nc1ccccc1C#N	8	47*	2	-62
CCNc1nc(NCC)nc(Oc2ccc(C(=O)OC)cc2)n1	-26	13	-11	-19
C/C=C(\C)C(=O)NNC(=O)c1sc(-c2ccccc2)nc1C	-3	3	-15	-10
COc1ccc(NC(=O)COC(=O)c2cc(OC)c(OC)c(OC)c2)c([N+](=O)[O-])c1	-23	8	-26	-15
Oc1c(Cl)cc(Cl)cc1/C=N/NC(=S)NC1CC2C=CC1C2 (stereo unspecified)	-23	3	5	-90
Cc1c(N=C2NN=C(c3c[nH]c4ccccc34)CS2)c(=O)n(-c2ccccc2)n1C	12	5	9	-52
CNC(=O)c1cccc2nc3ccccc3nc12	-5	8	-12	-18
O=C(Nc1cscc1S(=O)(=O)c1ccccc1)c1ccccc1Cl	-3	8	-4	-4
CS(=O)(=O)N1N=C(c2ccco2)CC1c1cccc([N+](=O)[O-])c1 (stereo unspecified)	-10	10	14	-33
Cc1cc2cc(CNC(=O)COc3ccccc3)ccc2n1C	15	5	-18	-64
NNC(=O)CCN(Cc1ccco1)S(=O)(=O)c1ccc(Cl)cc1	11	10	-15	5
C/C(=N\NC(N)=S)C1(C)CC2(CC(C)(C)OC2=O)C(=O)O1 (stereo unspecified)	2	7	17	-10
N#Cc1ccc(NC(=O)COC(=O)CCc2nc3ccccc3c(=O)[nH]2)cc1	1	3	12	-2
Cc1ccc(S(=O)(=O)/N=S(/c2ccccc2)C(C)C)cc1 (stereo unspecified)	-8	6	-5	2
O=C(NCc1nc(-c2ccc(C(F)(F)F)cc2)no1)Nc1ccc(OC(F)(F)F)cc1	2	7	-20	-45
O=C(/C=C/c1ccc2c(c1)OCCO2)c1ccc(O)cc1	18	6	-9	-3
O=C(CCc1ccccc1)NNc1ccc(F)cc1	17	3	-20	-13
Nc1nnn(CC(=O)N/N=C/C=C/c2ccccc2)n1	-2	6	-32	-27
COCC1CCN(Cc2cn[nH]c2-c2ccc(OC)c(F)c2)C1 (stereo unspecified)	3	4	-11	-22
CCOc1ccc2c(c1)nc(C)n2C	15	8	-14	-11
COCC1=C(C(=O)OC)C(c2ccco2)n2ncnc2N1 (stereo unspecified)	-23	12	-4	-84
COc1ccccc1C(=O)C1CCCN(Cc2ccc3c(c2)OCCO3)C1 (stereo unspecified)	18	5	-18	-9

Some of the entries above, reformatted:
Fields: Mcl1-Noxa inh	Avidin bead fluor	Pf gamet viab	Mcl1-Bid inh
C/C(=N\NC(N)=S)C1(C)CC2(CC(C)(C)OC2=O)C(=O)O1 (stereo unspecified)
→ 2	7	17	-10
N#Cc1ccc(NC(=O)COC(=O)CCc2nc3ccccc3c(=O)[nH]2)cc1
→ 1	3	12	-2

Later entries.
SMILES	Mcl1-Noxa inh	Avidin bead fluor	Pf gamet viab	Mcl1-Bid inh
COC(=O)c1ccc(-n2c(C)cc(/C=N/Nc3nc(C)cc(=O)[nH]3)c2C)cc1	0	9	-10	-142
FC(F)(F)c1nc(-c2ccccc2)ncc1-c1nnnn1-c1ccccc1	35	8	10	15
Cc1cc(=O)[nH]c(N/N=C2/CCCC/C2=C\c2ccccc2)n1	-76	5	-18	-147
CCOc1ccccc1N1CN(C2CCCCC2)CNC1=S	26	6	-1	-20
O=C1c2ccc([N+](=O)[O-])cc2NC(c2ccco2)N1/N=C/c1ccco1 (stereo unspecified)	84*	15	-14	-24
COc1ccc(-c2c3c(=O)n(C)c(=O)n(C)c3cn2-c2ccccc2O)cc1	-7	5	13	-121
O=C(O)c1cccnc1Sc1ncnc2sc3c(c12)CCC3	8	8	-9	-27
COc1ccc(NC(=O)Cn2c(=O)oc3ccccc32)cc1	-8	5	-13	-19
Cc1nn(-c2ccccc2)c(=O)c2noc(C)c12	10	7	8	10
O=C(NCC1(N2CCCCC2)CCCCC1)c1ccc(S(=O)(=O)N2CCCC2)cc1	5	7	-3	-80
COc1cccc(C2Oc3ccccc3C3CC(c4cccs4)=NN32)c1 (stereo unspecified)	-11	6	12	-23
Cc1oc(-c2ccc(Cl)cc2)cc1C(=O)O	-12	7	4	-63
Cc1ccc(/C=C2/C(=O)ON=C2c2ccccc2)o1	7	5	6	-58
COc1cc(/C=N/n2c(-c3cc(C)[nH]n3)n[nH]c2=S)cc(OC)c1OC	8	7	-4	-44
CC1(C)CC(=O)C2=C(C1)Nc1ccccc1[S@]2=O	-1	4	3	-3
O=C(NNC(=S)NC1CC2CCC1C2)c1ccc(Cl)cc1 (stereo unspecified)	-80	5	-2	-92
CCCCOc1ccc(-c2ncc(N)cn2)cc1	28	7	-23	-47
S=C1SCN(CC2CC2)CN1CC1CC1	4	8	23	-34
Cn1c(=O)c2c(nc(N/N=C/c3ccncc3)n2Cc2ccccc2)n(C)c1=O	14	6	-1	-4
Cc1nnc(N)s1	-4	8	1	-6
CC(C)Cc1nc2ccccc2[nH]1	-4	3	23	-26
COc1ccccc1NNC(=O)c1cccnc1Oc1ccccc1	14	7	9	-13
Cc1ccccc1-n1cc(-c2ccc(Br)cc2)nc1SCC(N)=O	4	8	8	-13
O=c1[nH]c(CN2CCN(c3ccccn3)CC2)nc2c(Br)cc(Br)cc12	-7	11	11	-9
Cc1cccc(C)c1NC(=O)COC(=O)c1cc(=O)c2ccccc2o1	15	8	17	-35
CCOC(=O)c1[nH]cnc1C(=O)NCc1ccccc1	-7	6	-8	-9
COC(=O)CC1(C(=O)OC)Oc2ccc(Br)cc2C(=O)N1c1ccc(Br)cc1Cl (stereo unspecified)	-8	4	-2	-1
O=C(O)COc1ccccc1/C=N/NC(=O)CSc1nnc(SCc2ccccc2)s1	-2	7	-9	-8
Cn1ncc2c(c(SCc3ccc(Cl)cc3Cl)nn2C)c1=O	4	11	-11	11
S=C(Nc1ccccc1)Nc1ccccc1-n1cccc1	-2	6	-18	-16
NS(=O)(=O)c1ccc(CNC(=O)/C=C/c2ccc(S(=O)(=O)N3CCOCC3)cc2)cc1	9	8	8	-49
COc1cc(OC)cc(/C(N)=N/O)c1	5	3	6	-8
COc1ccc(CN(Cc2cccn2C)S(=O)(=O)c2ccccc2)cc1	-6	8	-17	-43
Cc1nc2c(C)cccn2c1/C(O)=C1\C(=O)C(=O)N(CCN(C)C)C1c1ccccc1 (stereo unspecified)	-9	8	-1	-36
CCOC(=O)c1ccccc1OCc1cc(/C=N/NC(=O)c2cccnc2)ccc1OC	-16	8	14	-2
O=C(CCn1c(=O)oc2ccccc21)NCCC1=CCCCC1	-14	5	9	-22
Cc1nc(-c2ccc(Cl)cc2)sc1C(=O)NN	-15	12	13	1
O=C(NCc1ccco1)C1CCCN1S(=O)(=O)c1ccccc1C(F)(F)F (stereo unspecified)	-25	8	23	-30
CN(C(=O)COC(=O)c1cc(-c2ccco2)nc2ccccc12)C1CCS(=O)(=O)C1 (stereo unspecified)	107*	10	5	27
C=C(C)Cc1c(C)c(C#N)c2nc3ccccc3n2c1NCCCN(C)C	4	6	-27	-5
O=C(CSc1nccc(-c2cccs2)n1)Nc1cccc(Cl)c1	9	6	10	10
CN(C)c1ccc(/C=C/c2cccc[n+]2[O-])cc1	3	7	4	-40
Cc1cc(/C=C(\C#N)C(=O)O)c(C)n1CCC(C)C	25	8	18	-148
NNC(=S)Nc1c(F)cc(F)cc1Br	-14	9	18	-35
CSc1cccc(NS(=O)(=O)c2ccc(C(C)=O)cc2)c1	-40	6	2	-52
CC(C)(CN1CCN(Cc2ccccc2)CC1)NS(=O)(=O)c1ccccc1	11	5	0	-51
COc1ccc(/C=N/NC(=O)CSc2ccccn2)cc1OC	-8	5	-31	-4
CC(C)(C)c1ccc(/C=C2\Oc3c(ccc(O)c3CN3CCN(CCO)CC3)C2=O)cc1	24	3	-7	9
O=C(O)CCCCCNCc1c(Cl)cccc1Cl	-4	8	-16	-16
CCOc1ccc(N2C(=O)C(=O)/C(=C(/O)c3ccccc3)C2c2ccccc2[N+](=O)[O-])cc1 (stereo unspecified)	10	6	-26	-10
Nc1nc(SCC(=O)Nc2ccc(Cl)c(S(=O)(=O)N3CCOCC3)c2)n[nH]1	-3	6	-14	-23
COC(=O)c1cnc(Oc2c(Cl)cc(N)cc2Cl)cc1C(F)(F)F	-2	7	3	-1
CCOc1ccc(-n2c(SCC(N)=O)nnc2-c2cccnc2)cc1	2	9	-7	-13
Cc1nc(SCC(=O)O)c(C#N)c(-c2ccco2)c1C(=O)N(C)C	18	5	-24	-20
COc1ccc(OC)c(S(=O)(=O)Nc2ccc3c(c2)C(=O)OC3)c1	-3	8	8	-16
CCOC(=O)CN1NC2(CCCCCC2)NC1=S	-15	7	3	-41
CC(=O)c1sc(-c2ccc(F)cc2F)nc1C	-28	6	0	-6
Nc1nc(NCCCN2CCOCC2)nc(Nc2cccc(Cl)c2)c1[N+](=O)[O-]	3	5	-9	4
CNC(=O)COC(=O)/C=C/c1cn(-c2ccccc2)nc1-c1ccc(C)o1	16	5	9	-21
NC(=O)Nn1c(CCC(=O)O)ccc1-c1ccc(Cl)cc1	-2	9	2	-56
Next part
SMILES	Mcl1-Noxa inh	Avidin bead fluor	Pf gamet viab	Mcl1-Bid inh
COc1cccc(C(=O)Nc2ccc(Oc3cccc(C(F)(F)F)c3)nc2)c1	4	6	-18	5
O=C(Nc1ccccc1)N1CCCN(c2c(Cl)cncc2Cl)CC1	9	3	11	-4
NC(=O)NC(CC(=O)NCCc1ccc(S(N)(=O)=O)cc1)c1ccccc1Cl (stereo unspecified)	-1	3	2	-13
CCOC(=O)C(C)Oc1cccc2c(=O)n(CC(=O)NCCc3ccccc3)ccc12 (stereo unspecified)	3	8	-4	1
O=c1cc(-c2ccc(O)c(O)c2)oc2cc(O)cc(O)c12	66*	7	4	-65
O=C(N/N=C/C1=Cc2ccccc2OC1)c1ccncc1	10	8	4	-11
O=C(NNC(=S)Nc1ccccc1C(F)(F)F)C1CC1	6	13	14	-8
Cc1ccc(Nc2nc(-c3ccncc3)nc3ccccc23)cc1	-33	4	19	2
CC(C)(C)c1cc(C(=O)N/N=C/c2ccccn2)n[nH]1	-18	8	19	-11

6 entries drawn at random from those above:
SMILES	Mcl1-Noxa inh	Avidin bead fluor	Pf gamet viab	Mcl1-Bid inh
O=C(Nc1ccccc1)N1CCCN(c2c(Cl)cncc2Cl)CC1	9	3	11	-4
O=c1cc(-c2ccc(O)c(O)c2)oc2cc(O)cc(O)c12	66*	7	4	-65
COc1cccc(C(=O)Nc2ccc(Oc3cccc(C(F)(F)F)c3)nc2)c1	4	6	-18	5
CC(C)(C)c1cc(C(=O)N/N=C/c2ccccn2)n[nH]1	-18	8	19	-11
O=C(NNC(=S)Nc1ccccc1C(F)(F)F)C1CC1	6	13	14	-8
O=C(N/N=C/C1=Cc2ccccc2OC1)c1ccncc1	10	8	4	-11

Some entries already given, reduced to Mcl1-Bid inh.
Structure,Mcl1-Bid inh
O=C(N/N=C/C1=Cc2ccccc2OC1)c1ccncc1,-11
O=C(NNC(=S)Nc1ccccc1C(F)(F)F)C1CC1,-8
Cc1ccc(Nc2nc(-c3ccncc3)nc3ccccc23)cc1,2
CC(C)(C)c1cc(C(=O)N/N=C/c2ccccn2)n[nH]1,-11

Assay outcomes as filed in PubChem BioAssay.
